# mcGAS lum – cyclic GMP-AMP synthase inhibitors, mouse, primary biochemical chemiluminescence; Q8C6L5; recombinant cGAS, Kinase-Glo ATP depletion luminescence; inhibition, % at 12.5 µM; 160,000 tested, 0.15% active; AID 1259399, 2018;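 note: 0% = negative control wells and 100% = reference inhibitor with no enzyme activity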
# NPYLR7 ag – agonists of mosquito NPYLR7 receptor, primary screen, cell-based, Aedes aegypti, calcium fluorescence, mosquito biting behavior; AID 1259423, 2018; activation, % at 10 µM; HEK293T NPYLR7/Galpha15, GCaMP6s calcium fluorescence; 270,000 tested, 0.15% active; in the data active = activation above about 40%;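 note: 0% = vehicle and 100% = reference agonist at the receptor; some compounds past the cut are filed as inactive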
# hcGAS inh – Primary biochemical luminescence assay for human cyclic GMP-AMP synthase inhibitors; Q8N884; recombinant h-cGAS, ATP depletion, Kinase-Glo luminescence; inhibition, % at 12.5 µM; 290,000 tested, 0.081% active;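 note: 0% = vehicle reaction and 100% = reaction without DNA for no activity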
# Target sequence (Q8N884 whole entry, looked up): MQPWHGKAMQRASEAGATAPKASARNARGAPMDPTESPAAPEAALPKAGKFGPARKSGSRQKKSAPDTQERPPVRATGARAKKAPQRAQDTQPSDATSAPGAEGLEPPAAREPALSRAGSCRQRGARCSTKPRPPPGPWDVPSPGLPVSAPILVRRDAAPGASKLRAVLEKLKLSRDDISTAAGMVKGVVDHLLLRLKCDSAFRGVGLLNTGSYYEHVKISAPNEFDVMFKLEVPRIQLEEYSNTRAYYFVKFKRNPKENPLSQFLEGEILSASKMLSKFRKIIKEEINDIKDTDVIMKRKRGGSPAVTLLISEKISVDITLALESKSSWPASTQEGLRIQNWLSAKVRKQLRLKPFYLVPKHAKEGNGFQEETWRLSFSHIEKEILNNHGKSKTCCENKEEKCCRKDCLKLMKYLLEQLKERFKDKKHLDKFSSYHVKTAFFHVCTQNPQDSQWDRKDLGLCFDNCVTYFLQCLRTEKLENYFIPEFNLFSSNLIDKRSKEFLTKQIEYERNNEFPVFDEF
# * marks the source's active call; other numbers are inactive results; x = no result given; & = joins results of further samples. Cut-off read from the data, not from the text of the source, unless noted: active = inhibition above about 40%; inactive = the rest.
1	CCOC(=O)c1cc(C(C)(C)C)n(C2CCN(C(=O)c3cccc(NC(C)=O)c3)CC2)n1
2	COc1cc(NC(=O)C=Cc2ccco2)c(OC)cc1Cl
3	CCc1ccc(C(=O)N2CCC[C@@H]2C(=O)NC2CCC(NC(=O)c3ccccc3)CC2)cc1 (stereo partly drawn)
4	O=C(NCc1ccco1)C(C1CCCC1)N1CCN(C(=O)c2ccco2)CC1 (stereo not drawn)
5	CC(=O)NCCc1csc(C2CCN(C(=O)NC3CCCC3)CC2)n1
6	O=S(=O)(NCCc1csc2nc(-c3ccccc3F)nn12)c1cccs1
7	CSc1cccc(C(=O)Nc2c3c(nn2C)CCC3)c1
8	COc1ccc2nc(-c3ccc(C)c(NC(=O)Nc4ccc(C)cc4C)c3)cn2n1
9	CS(=O)(=O)N1CCCC(C(F)(F)F)C1 (stereo not drawn)
10	Cc1c(C(C)NCc2ccc3c(c2)CCO3)cnn1-c1cccc(F)c1 (stereo not drawn)

screen / no. | 1 | 2 | 3 | 4 | 5 | 6 | 7 | 8 | 9 | 10
mcGAS lum | -4 | x | -6 | x | 0 | -6 | x | -10 | -6 | x
hcGAS inh | -3 | -4 | -7 | -1 | 8 | -4 | -6 | -5 | -8 | -7
NPYLR7 ag | -5 | -5 | 1 | -6 | x | 8 | 8 | 6 | 5 | 7

# Next part (4 carried over from the part before).
7	CSc1cccc(C(=O)Nc2c3c(nn2C)CCC3)c1
8	COc1ccc2nc(-c3ccc(C)c(NC(=O)Nc4ccc(C)cc4C)c3)cn2n1
9	CS(=O)(=O)N1CCCC(C(F)(F)F)C1 (stereo not drawn)
10	Cc1c(C(C)NCc2ccc3c(c2)CCO3)cnn1-c1cccc(F)c1 (stereo not drawn)
11	CC(C)=CC(=O)N1CCC(Cc2ccc(-c3ccccc3)cc2)CC1
12	CCCN(Cc1cccn1Cc1cccc(Cl)c1)C(=O)c1ccc(Cl)cc1Cl
13	COc1ccc(-c2nc(NC(=O)C3CCCC3)sc2C)cc1
14	CCCCN(C(=O)NCC)c1c(N)n(CCCC)c(=O)[nH]c1=O
15	Cc1c(Cl)cccc1NC(=O)c1cnn2c(C(F)(F)F)cc(-c3cccs3)nc12
16	CCc1nc2c(OCc3ccc(F)c(F)c3)cccn2c1N(C)C(C)=O
17	COc1ccc(OC)c(-c2cc(C(N)=O)ccc2C)c1
18	CCc1ccc2oc(Br)c(CC(=O)N(C)C)c2c1
19	Cc1ccccc1N1CCN(c2cc(Cl)nc(SCC(=O)N3CCN(c4cccc(C(F)(F)F)c4)CC3)n2)CC1
20	CC1=C(CCN2CCC3(CC2)C(=O)N(C)C(=O)N3Cc2ccccc2)C(C)(C)CCC1

screen / no. | 7 | 8 | 9 | 10 | 11 | 12 | 13 | 14 | 15 | 16 | 17 | 18 | 19 | 20
mcGAS lum | x | -10 | -6 | x | -5 | -5 | -2 | x | -5 | -4 | x | x | 1 | -10
hcGAS inh | -6 | -5 | -8 | -7 | -5 | -4 | 5 | 1 | -3 | -4 | -3 | -9 | 3 | 0
NPYLR7 ag | 8 | 6 | 5 | 7 | -1 | x | -2 | 1 | -1 | 7 | 11 | -3 | -3 | 11

21	Cc1oc(-c2cc3c(cc2Cl)OCO3)nc1CN1CCNC(=O)C1c1ccc(F)cc1 (stereo not drawn)
22	CCCn1c(=O)c(C(=O)N2CCCC(C(=O)OCC)C2)nn(-c2cccc(C)c2)c1=O (stereo not drawn)
23	CC(C)c1cc(N2CCCC2)n2c(nc3ccccc32)c1C#N
24	CCOc1ccc(-n2c(C(CC)N(CCc3ccccc3)C(=O)Nc3ccc(OC)cc3OC)nc3ccccc3c2=O)cc1 (stereo not drawn)
25	Cc1ccc(C(=O)N(C)C2CCCCCCC2)cc1NS(C)(=O)=O
26	Cc1cccc(CSCC(=O)N2CCN(S(=O)(=O)c3ccccc3F)CC2)c1
27	CCOC(=O)CN(Cc1ccccc1)[C@H]1[C@H](O)[C@@H]2O[C@H]1c1ccccc12
28	Cn1nc(C(=O)NNC(=O)C2CCCC2)c2ccccc2c1=O
29	Cc1cn(C(=O)c2ccccc2)c2c(c1=O)c(=O)n(C)c(=O)n2C
30	CC1(c2ccc(Cl)s2)NC(=O)N(CC(=O)O)C1=O (stereo not drawn)

screen / no. | 21 | 22 | 23 | 24 | 25 | 26 | 27 | 28 | 29 | 30
mcGAS lum | x | -6 | x | -5 | x | x | -2 | x | x | x
hcGAS inh | -9 | -5 | -5 | -3 | -5 | -4 | 0 | -3 | -7 | -7
NPYLR7 ag | 27 | 17 | 1 | 14 | 3 | 3 | 2 | 10 | -3 | 1

31	COc1ccc(OC)c(CN(CC(=O)N2CCOC3CCCCC32)C2CC2)c1 (stereo not drawn)
32	COc1ccc(Cl)cc1NC(=O)CN1C(=O)NC(C)(c2ccco2)C1=O (stereo not drawn)
33	Cc1cccc(CO[C@]2(C(=O)NCC3CC3)CC(OCc3cccc(Cl)c3)[C@@H]3OC(C)(C)O[C@@H]3C2)c1 (stereo partly drawn)
34	COc1ccc(Br)cc1/C=C/C(=O)N1CCC(c2ccc(F)cc2)CC1
35	CC1ON=C(c2ccco2)NC1=O (stereo not drawn)
36	CC(C)(C)c1ccc(Cn2c3ccc(F)cc3c3nc4ccccc4nc32)cc1
37	CCOc1ccc(CN(C)CCc2nc3ccccc3c(=O)[nH]2)cc1
38	CC(C)=CCN1CCc2[nH]cnc2C12CCN(C(=O)C1CNCCO1)CC2 (stereo not drawn)
39	O=C(/C=C/c1cccs1)N1CCN(C(=O)c2cccnc2N2CCOCC2)CC1
40	Cc1ccc(-n2cc(CN3CCC(C(N)=O)CC3)c(-c3ccc(F)cc3)n2)cc1

screen / no. | 31 | 32 | 33 | 34 | 35 | 36 | 37 | 38 | 39 | 40
mcGAS lum | x | x | -4 | -5 | x | -2 | x | -6 | x | x
hcGAS inh | -6 | -3 | -5 | -2 | -1 | 4 | 0 | -14 | -7 | 0
NPYLR7 ag | 4 | -1 | 26 | -7 | 9 | -5 | -1 | x | -1 | 1

41	CCOc1ccc(C(=O)Nc2cc(C)nn2-c2nc(C)cc(=O)[nH]2)cc1
42	Cc1ccc(S(=O)(=O)NCc2ccccc2)cc1C(=O)N1CC(C)OC(C)C1 (stereo not drawn)
43	COc1ccc(-c2noc(-c3cc(-c4ccccc4)n[nH]3)n2)cc1
44	Cc1nccn1CCNC(=O)C(=O)Nc1ccc(Cl)cn1
45	N#Cc1cc2c(nc1SCC(=O)OCc1ccccc1)CCC2
46	Cc1ccc2nc(NC(=O)CSc3nnc4ccc(-c5ccccc5)nn34)sc2c1
47	N#Cc1ccccc1Cn1cc(C(=O)NCc2ccccc2)sc1=O
48	CCCCN(C)C1CCc2ccc(F)cc21 (stereo not drawn)
49	CC1CCCC(c2ccccc2)N1C(=O)Cc1ccccc1F (stereo not drawn)
50	N#Cc1nncn1Cc1csc(-c2cccs2)n1

screen / no. | 41 | 42 | 43 | 44 | 45 | 46 | 47 | 48 | 49 | 50
mcGAS lum | -6 | x | -8 | x | -6 | -7 | x | x | x | x
hcGAS inh | -3 | -3 | -2 | -11 | -1 | -3 | 0 | -2 | 4 | -11
NPYLR7 ag | 8 | 7 | -2 | -2 | 5 | -10 | 7 | 8 | 1 | 1

51	CCOC(=O)c1cc(-c2ccccc2)sc1NC(=O)CCCl
52	CSc1ccccc1NC(=O)NCc1cccnc1N1CCN(C(C)=O)CC1
53	CN(C)c1c(F)cc(NC(=O)c2ccccc2S(=O)(=O)C(F)(F)F)cc1F
54	CCOC(=O)c1nn(-c2ccc(C)cc2)c(=O)cc1N1CCC(C)CC1
55	CC(N)=C(C#N)C(=O)COC(=O)C=Cc1ccc(C)o1
56	COc1ccccc1N1CC(O)(c2cccs2)[N+]2=C1CCCCC2 (stereo not drawn)
57	CCN1CCN(c2cc(Cl)nc(SCc3ccc(C(=O)NC4CCN(Cc5ccccc5)CC4)cc3)n2)CC1
58	CC1=C(C(=O)OC(C)C)C(c2ccccc2)C2=C(CC(c3ccccc3)CC2=O)N1 (stereo not drawn)
59	CCOc1ncccc1C(=O)OCc1cc(-c2ccc3c(c2)OCCO3)on1
60	CC(C)CN1CCC(Nc2ccc3nnc(C(F)(F)F)n3n2)CC1

screen / no. | 51 | 52 | 53 | 54 | 55 | 56 | 57 | 58 | 59 | 60
mcGAS lum | -2 | x | -17 | x | x | -2 | 1 | -7 | x | -7
hcGAS inh | 1 | -12 | -5 | -5 | 0 | 4 | 4 | -5 | -3 | -10
NPYLR7 ag | 0 | 2 | -4 | 14 | -3 | -2 | -7 | 4 | -4 | 11

61	Cc1ccc(CN(C)Cc2ccc(-n3ccnc3)cc2)o1
62	Cc1ccc(-c2csc(NC(=O)CCNC(=O)c3ccco3)n2)c(C)c1
63	O=C(CCN1CCOC1=O)Nc1ccnn1-c1cccc(Cl)c1
64	Cc1ccc(C(=O)OCC(=O)NC2(C)CCS(=O)(=O)C2)cc1C (stereo not drawn)
65	Cc1ccc(C)c(Cn2c(=O)c3c(nc4n3CCCN4C3CCCCC3)n(C)c2=O)c1
66	N#Cc1c(N)c(C(=O)c2cccc(Br)c2)n2ccccc12
67	N#CC1C(=N)OC2=C(C(=O)CCC2)C12C(=O)Nc1ccccc12 (stereo not drawn)
68	CC(C)CCCC(=O)Nc1ccc2nc([C@@H]3O[C@H](CO)[C@@H](O)[C@H](O)[C@H]3O)[nH]c2c1
69	COc1ccc(Cc2ncc3c(n2)CN(C(=O)[C@@H](O)c2ccccc2)C3)cc1
70	COc1ccc(-c2cnc(C)[nH]2)c(C)c1

screen / no. | 61 | 62 | 63 | 64 | 65 | 66 | 67 | 68 | 69 | 70
mcGAS lum | -16 | x | x | x | -5 | -9 | -8 | -5 | x | -10
hcGAS inh | -5 | -10 | -9 | -5 | -14 | -8 | 2 | -6 | -4 | -5
NPYLR7 ag | -1 | 16 | 7 | -2 | 0 | -1 | 2 | 5 | -3 | -2

71	O=C(CCN1CCCC1c1ccccn1)Nc1nc2ccccc2s1 (stereo not drawn)
72	CC(C)COc1nc(-c2ccc(Cl)c(Cl)c2)n(-c2ccc(NC(=O)c3cc(C(F)(F)F)cc(C(F)(F)F)c3)cc2)n1
73	COc1cc(-c2nc(CN3CCN(c4cc(C)cc(C)c4)C(=O)C3)c(C)o2)cc2c1OCO2
74	[O-][n+]1onc2c(-c3ccccc3)nnc(-c3ccccc3)c21
75	CC(=O)NC1C(Oc2ccc(C)cc2)OC(COC(C)=O)C(OC(C)=O)C1OC(C)=O (stereo not drawn)
76	CO[C@@]12[C@@H]3NC3CN1C1=C(C(=O)C(N)=C(C)C1=O)[C@@H]2COC(N)=O (stereo partly drawn)
77	CC(C)N1CCC(N2CCN(Cc3cccc(Oc4ccccc4)c3)CC2CCO)CC1 (stereo not drawn)
78	Cc1noc(C)c1COC(=O)CCNC(=O)OC(C)(C)C
79	CCN(C(=O)Cn1nc(C)c(S(=O)(=O)N(C)C)c1C)C1=CCCCC1
80	CN(C)[C@@H]1C[C@@H](CO)N(Cc2cc(C#CCO)cs2)C1

screen / no. | 71 | 72 | 73 | 74 | 75 | 76 | 77 | 78 | 79 | 80
mcGAS lum | x | -5 | -2 | -7 | x | x | -13 | x | -8 | -10
hcGAS inh | 2 | -2 | 3 | -6 | -5 | -10 | -3 | -4 | -5 | -6
NPYLR7 ag | 5 | x | -4 | 1 | 3 | 5 | 6 | 7 | 1 | 3

# Laid out differently: results already given
# Values run as follows: mcGAS lum	hcGAS inh	NPYLR7 ag
76	CO[C@@]12[C@@H]3NC3CN1C1=C(C(=O)C(N)=C(C)C1=O)[C@@H]2COC(N)=O (stereo partly drawn)
    x	-10	5
77	CC(C)N1CCC(N2CCN(Cc3cccc(Oc4ccccc4)c3)CC2CCO)CC1 (stereo not drawn)
    -13	-3	6

# The listing continues.
81	CCOC(=O)CC(=O)c1cc(C(C)=O)c(Nc2ccccc2)s1
82	COCCN(Cc1c(-c2ccccc2)noc1N1CCCCC1)C(=O)Nc1ccc(C)cc1
83	O=C(COc1cccnc1)N1CCn2nc(C(=O)N3CCCC3)cc2C1
84	O=C(NCC1COC2(CCCCC2)O1)C(=O)Nc1cc2c3c(c1)CC(=O)N3CCC2 (stereo not drawn)
85	O=C(/C=C/c1ccc(OC(F)(F)F)cc1)N1CCN(Cc2cc(=O)c(OCc3ccccc3Cl)co2)CC1
86	c1ccc(Cn2nnnc2CN2CCc3onc(-c4ccccc4)c3C2)cc1
87	CN(C)CCCN(C(=O)c1ccno1)c1nc2ccc(F)cc2s1
88	Cc1ccc(NC(=O)c2nnn(Cc3ccccc3C)c2N)c(C)c1
89	CCOC(=O)c1c(NC(=O)C(C)C)sc(C)c1C
90	S=C(S)N1CCCC1

screen / no. | 81 | 82 | 83 | 84 | 85 | 86 | 87 | 88 | 89 | 90
mcGAS lum | x | 0 | -19 | x | -7 | -13 | x | -6 | 0 | -4
hcGAS inh | 0 | 0 | -6 | -9 | -2 | -2 | -6 | -6 | 3 | -3&8
NPYLR7 ag | -5 | -7 | 12 | -3 | 25 | 21 | 2 | -1 | -8 | -9&1

91	CCOCC(=O)N1CCN(C(=O)c2cn(C)cc3c(=O)n(-c4ccccc4)nc2-3)CC1
92	CN1CCN(C(=O)c2cc3nc(-c4ccc(Cl)cc4)cc(C(F)(F)F)n3n2)CC1
93	CC(=O)OCC(=O)N1CCN(c2c3c(nc4ncnn24)CCCC3)CC1
94	CCn1nc(C(C)(C)C)cc1C(=O)N1CCC2(CCCCC2)C1
95	Cc1ncc(CN2C[C@@H]3CN(C(=O)C4CC4)C[C@]3(C(=O)O)C2)[nH]1
96	Cc1cc(CN2CCC3(CC2)CN(CCN(C)CC(C)C)C(=O)O3)on1
97	N#Cc1c2n(c(=O)n(Cc3cc4c(cc3Br)OCO4)c1=O)CCC2

screen / no. | 91 | 92 | 93 | 94 | 95 | 96 | 97
mcGAS lum | -8 | -6 | -5 | x | x | -4 | x
hcGAS inh | -13 | -7 | -2 | 0 | 0 | -10 | -4
NPYLR7 ag | 3 | -6 | x | 2 | 18 | x | 7
